# AMA1 RON2 block: inhibitors of Plasmodium falciparum AMA1-RON2 interaction; AlphaScreen AMA1-biotinylated RON2 peptide binding; Potency, µM (highest dose often 58.2 µM), for the others: at the highest dose activity change, negative = inhibition, usual class: inhibitors; hit rate 0.2% among 360,000;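 also: potency is read from the fitted curve at half-maximal effect; 0% = vehicle wells and -100% = peptide control; nearly all actives have a fitted effect of over 45% in size; some results filed as inactive show a strong effect at the top dose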
#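 AMA1 (3D7) with his tag at 25 nM final met compounds first, then biotinylated RON2 peptide at 25 nM; detection used donor plus acceptor beads, 10 µg/mL apiece, read by AlphaScreen after 30 min at room temperature.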
# HCMV inh: inhibitors of human cytomegalovirus | activity change, negative = inhibition, % at 57.5 µM | hit rate 4.5% among 410,000 | HFF cells, HCMV-luciferase reporter, 72 h; active compounds read low; in the data active = activity change below about -60%; inconclusive = no clear call, values can overlap the other calls; inactive = above about -39%
#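 Steps: HFFs plated, 16 h 37C; compounds added; HCMV-luciferase added to MOI 1 PFU/cell; 72 h 37C; OneGlo reagent, 5 min room temperature; luminescence read, normalized to controls.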
# AmpC detergent: AmpC beta-lactamase inhibition with detergent present; Potency, µM (doses to about 114 µM), for the others: at the highest dose activity change, negative = inhibition, usual class: inhibitors; AmpC hydrolysis of nitrocefin, absorbance 480 nm, 0.01% Triton; AID 485294; hit rate 0.041% among 370,000;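 also: potency is read from the fitted curve at half-maximal effect; 0% = no-compound wells and -100% = no-enzyme wells; nearly all actives have a fitted effect of over 25% in size; some results filed as inactive show a strong effect at the top dose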
# Target sequence (P00811 whole entry, looked up): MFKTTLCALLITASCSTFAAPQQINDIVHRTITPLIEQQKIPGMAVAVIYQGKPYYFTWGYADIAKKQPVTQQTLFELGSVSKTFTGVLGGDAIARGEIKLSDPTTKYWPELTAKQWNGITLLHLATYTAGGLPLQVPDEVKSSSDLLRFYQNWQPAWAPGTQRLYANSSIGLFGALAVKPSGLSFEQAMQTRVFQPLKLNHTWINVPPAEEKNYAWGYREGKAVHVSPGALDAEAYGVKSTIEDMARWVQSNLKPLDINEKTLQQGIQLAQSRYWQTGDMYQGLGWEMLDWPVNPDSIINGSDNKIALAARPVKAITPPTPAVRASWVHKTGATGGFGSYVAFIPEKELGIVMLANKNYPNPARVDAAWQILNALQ
#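 20 mM phosphate pH 7.0 + 0.01% (detergent screen) or 0.0001% Triton X-100; 5.3 nM AmpC reagent; cpd preinc 15 min RT; nitrocefin (800 uM stock) to start; A480 q20 s × 4 min; Activity was normalised to no-enzyme and no-compound control wells.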
# Tb PYK inh: blocks Trypanosoma brucei pyruvate kinase. Q57TT1. AID 624173. Potency, µM (highest dose often 76.8 µM), for inactives: top-dose activity, negative = inhibition, most hits filed as inhibitors. TbPYK enzyme, Kinase-Glo Plus ATP luminescence, 45 min. hit rate 0.12% among 410,000; also: potency is read from the fitted curve at half-maximal effect; nearly all actives have a fitted effect of over 50% in size
#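 ADP (130 uM final) triggers the TbPYK reaction after compound addition; incubation is 45 min at room temperature. Kinase-Glo Plus is then added and luminescence imaged. Normalized data are fitted to concentration-effect curves.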
# AmpC no deterg: inhibitors of E. coli AmpC beta-lactamase without detergent | P00811 | AmpC nitrocefin hydrolysis, absorbance 480 nm, 0.0001% Triton | Potency, µM (top dose mostly 57.1 µM), for the others: at the highest dose activity change, negative = inhibition, hits mostly inhibitors | hit rate 0.52% among 330,000 | AID 485341;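 also: potency is read from the fitted curve at half-maximal effect; plate controls were no compound for no effect and no enzyme for full effect; nearly all actives have a fitted effect of over 20% in size; some results filed as inactive show a strong effect at the top dose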
#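 20 mM phosphate pH 7.0 + 0.01% (detergent screen) or 0.0001% Triton X-100; 5.3 nM AmpC reagent; cpd preinc 15 min RT; nitrocefin (800 uM stock) to start; A480 q20 s × 4 min; Activity was normalised to no-enzyme and no-compound control wells.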
# Sm TGR block: inhibitors of Schistosoma mansoni thioredoxin glutathione reductase; Q962Y6; hit rate 3% among 360,000; Potency, µM (highest dose often 114 µM), without a hit: at the highest dose activity change, negative = inhibition, actives largely listed as inhibitors; purified TGR, DTNB reduction, TNB absorbance 405 nm; also: potency is read from the fitted curve at half-maximal effect; nearly all actives have a fitted effect of over 60% in size
#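 First, TGR (20 nM dispensed) and NADPH were mixed with compound. Second, a 15 min room-temperature incubation followed. Third, further NADPH and then DTNB were added to start the reaction. Finally, TNB absorbance was monitored kinetically.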
# LmPK inhibitor: blocks Leishmania mexicana pyruvate kinase activity. Q27686. hit rate 0.37% among 290,000. AID 1721. Potency, µM (titrated, usually from 57.5 µM), for inactives: at the top dose activity change, negative = inhibition, hits mostly inhibitors. purified LmPK, Kinase-Glo ATP luminescence, 1 h; also: potency is read from the fitted curve at half-maximal effect
# Target sequence (Q27686 whole entry, looked up): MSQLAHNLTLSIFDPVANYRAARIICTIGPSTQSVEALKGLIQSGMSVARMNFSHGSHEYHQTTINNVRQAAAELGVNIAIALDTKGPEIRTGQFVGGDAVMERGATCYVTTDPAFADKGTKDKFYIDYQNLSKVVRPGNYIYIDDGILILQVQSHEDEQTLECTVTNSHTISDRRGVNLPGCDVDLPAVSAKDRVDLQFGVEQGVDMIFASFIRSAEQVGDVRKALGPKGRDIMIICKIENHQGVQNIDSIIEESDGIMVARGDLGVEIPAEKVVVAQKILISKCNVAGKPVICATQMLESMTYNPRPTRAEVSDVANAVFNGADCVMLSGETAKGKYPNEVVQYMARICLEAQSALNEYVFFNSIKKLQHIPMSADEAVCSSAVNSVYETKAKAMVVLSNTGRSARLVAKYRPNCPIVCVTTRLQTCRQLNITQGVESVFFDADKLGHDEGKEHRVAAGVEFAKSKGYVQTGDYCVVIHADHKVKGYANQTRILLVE
#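 Screened at intermediate enzyme activity to detect both inhibitors and activators: LmPK at 0.1 nM, with a 0.5 nM enzyme column as activation reference. PEP 0.5 mM, ADP 0.1 mM; ATP detected by luminescence after 1 h.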
# Starred values were filed as active, the others as inactive; ? = inconclusive; nt = not tested or not shown; [ ] = remark or other dose. Unless noted, calls follow the shape of the dose curve; as a rule, active = well fitted curve in the direction sought with a large enough effect; inconclusive = small, poorly fitted or top-dose-only effect, or another doubt; inactive = no such curve, though single readings can be large; an effect the other way counts as inactive or inconclusive. Unless noted, % is scaled to controls: 0 for no effect and ±100 for the full control effect.
# Values run as follows: AMA1 RON2 block	HCMV inh	AmpC detergent	Tb PYK inh	AmpC no deterg	Sm TGR block	LmPK inhibitor
> Cc1ccc(S(=O)(=O)N(C)CCCC(=O)N2CCN(c3ccccn3)CC2)cc1
  -13%	?	-6%	2%	79%[activator]	-6%	-1%
> COCCNC(=O)c1c[nH]c2ccc(S(=O)(=O)N3CCC4(CC3)OCCO4)cc2c1=O
  24%	-5	-11%	1%	2%	5%	-1%
> CC(=NN(Cc1ccccc1)c1ccccc1)c1ccccc1
  -16%	-2	nt	4%	nt	nt	nt
> Cc1cc(C)c2c(NC(=O)C3CC3)nn(C)c2n1
  -15%	-14	-9%	-1%	-10%	13%	-3%
> CCOc1ccc(-n2c(C)nc3c(cnn3-c3ccc(Cl)cc3)c2=O)cc1
  -16%	-26	-2%	3%	-11%	0%	4%
> O=C(CSc1nc2ccccc2s1)N1CCOCC1
  3%	22	2%	-4%	-12%	-5%	1%
> O=C(NCc1ccc2c(c1)OCO2)c1n[nH]c(=O)c2ccccc12
  -21%	?	0%	-25%	-12%	10%	-5%
> Cn1c(=NC(=O)CS(=O)(=O)c2ccc(F)cc2)sc2ccccc21
  22%	-36	1%	0%	-30%	-10%	nt
> CCO[C@@H]1OC(C(=O)NCc2ccccc2)=C[C@H](c2ccc(Br)cc2)[C@H]1CCCO
  -7%	7	3%	1%	94%[activator]	-1%	11%
> CN(CC(=O)Nc1ccc(N2CCOCC2)cc1)C(=O)CSc1ccc(Br)cc1
  -16%	-14	-9%	3%	-15%	-4%	-5%
> COc1cccc(CNc2ccc(Br)cn2)c1O
  1%	99	-1%	-27%	-40%	1%	0%
> Cc1ccc(NC(=O)CCCC(=O)O)c(-c2nc3ccccc3[nH]c2=O)c1
  0%	2	2%	-5%	-17%	0%	1%
> O=C(Nc1ccncc1)c1cc2ccccc2cc1O
  3%	-36	?	4%	-16%	0%	nt
> Cc1ccc2nc(-c3ccccc3)oc(=O)c2c1
  1%	24	?	-18%	-17%	2%	-9%
> OC[C@@H]1CN(CCc2ccccc2)C[C@H](n2cnc3c(NCc4ccc(F)cc4)ncnc32)O1
  3%	-66*	nt	-1%	nt	nt	nt
> Cc1onc(-c2c(F)cccc2Cl)c1C(=O)OCC(=O)c1c(N)n(C)c(=O)n(C)c1=O
  3%	-2	2%	1%	44%	-1%	1%
> Cc1cc2nc(/N=C(\N)NC(=O)C(C)C)nc(C)c2cc1C
  16%	-28	7%	-14%	-26%	3%	6%
> CC(=O)N1CCN(S(=O)(=O)c2c(C)n(C)c(=O)n(C)c2=O)CC1
  7%	?	3%	0%	-8%	3%	-9%
> CN(C)Cc1ccccc1OC(=O)N(C)C
  1%	-2	-9%	-1%	-9%	1%	-12%
> CC(C)Sc1nc(NCc2ccco2)c2c3c(sc2n1)COC(C)(C)C3
  -2%	5	?	-9%	30%	22µM*	7%
> Cc1ccc2oc(=O)c(/C=C(\O)C(C)(C)C)nc2c1
  59%[activator]	-12	-11%	12%	-25%	-8%	2%
> C[C@H]1CN([C@@H](C)CO)C(=O)CCCn2cc(nn2)CO[C@@H]1CN(C)C(=O)Nc1ccc(N2CCCCC2)cc1
  1%	6	nt	-1%	nt	nt	nt
> CC(C)(C)OC(=O)NCCCCCNC(=O)c1ncn2c1c(=O)[nH]c1ccccc12
  108%[activator]	-11	nt	-4%	nt	nt	nt
> CC(C)Oc1cc(F)ccc1-c1cc(C(=O)NCC2CCCCC2)[nH]n1
  6%	-10	nt	-6%	nt	nt	nt
> Cc1cccc(C)c1OCc1cc(C(=O)N2CCN(Cc3nccn3C)CC2)no1
  31%[activator]	-10	?	-7%	92%[activator]	-5%	7%
> O=C(Nc1cccnc1)c1cccc(S(=O)(=O)Nc2cccc(Cl)c2)c1
  -1%	-22	6%	7%	-31%	-1%	nt
> CC1CN1P(=O)(Oc1ccc2ccccc2c1)N1CC1C (stereo unspecified)
  30%	0	nt	5%	nt	nt	nt
> CCOc1ccc(Nc2c3c(nc4ncnn24)CC(C)CC3)cc1 (stereo unspecified)
  -14%	13	-11%	-6%	-8%	-31%	2%
> Cc1ccc(-n2c(SCC(=O)NCCN3C(=O)CSC3=O)nnc2-c2cccc(C)c2)cc1
  5%[2.32 µM]	-31	-13%	-5%	146%[activator]	3%	6%
> CCc1nn2c(=O)cc(CSCC(=O)Nc3ccccc3Cl)nc2s1
  -7%	nt	?	-5%	-1%	1%	-6%

# Two consecutive entries already listed, quoted:
# Values run as follows: AMA1 RON2 block	HCMV inh	AmpC detergent	Tb PYK inh	AmpC no deterg	Sm TGR block	LmPK inhibitor
> CC(C)Oc1cc(F)ccc1-c1cc(C(=O)NCC2CCCCC2)[nH]n1
  6%	-10	nt	-6%	nt	nt	nt
> Cc1cccc(C)c1OCc1cc(C(=O)N2CCN(Cc3nccn3C)CC2)no1
  31%[activator]	-10	?	-7%	92%[activator]	-5%	7%

# (continued)
# Values run as follows: AMA1 RON2 block	HCMV inh	AmpC detergent	Tb PYK inh	AmpC no deterg	Sm TGR block	LmPK inhibitor
> Cc1ccc(C(=O)NNc2cc(N3CCCC3)nc(N3CCCC3)n2)cc1
  15%	nt	0%	2%	-13%	5%	-1%
> Cc1c(C(=O)NCc2ccc(Cl)c(Cl)c2)sc(=O)n1Cc1ccc(S(=O)(=O)N(C)C)cc1
  -1%	-16	nt	-4%	nt	nt	nt
> O=C(Cn1c(C(F)(F)F)nc2ccccc21)c1ccc(Br)cc1
  5%	?	?	5%	-14%	-8%	0%
> C[C@H](CO)N1C[C@H](C)[C@@H](CN(C)C(=O)Nc2ccc3c(c2)OCO3)Oc2ccc(NC(=O)Nc3ccc(C(F)(F)F)cc3)cc2C1=O
  ?	-33	nt	-18%	152%[activator]	nt	nt
> COc1ccc(NC(=O)CCS(=O)(=O)c2nc(-c3ccc4c(c3)OCO4)cc(C(F)(F)F)n2)c(OC)c1
  nt	-2	-3%	3%	nt	-21%	nt
> CCOc1cc(-c2nc(C)c(C(C)=O)n2O)ccc1OCC(=O)Nc1ccccc1
  25%	-7	4%	-17%	-3%	-6%	3%
> CS(=O)(=O)N1CCCC(C(=O)NCCCN2CCC(Cc3ccccc3)CC2)C1 (stereo unspecified)
  -2%	12	4%	1%	-11%	-5%	0%
> Oc1ccc(CN2CCCc3ccccc32)c2cccnc12
  -54%	nt	?	5%	-25%	0.1µM*	20%
> COc1ccc(CNCC(O)(c2ccc(F)cc2)c2ccc(F)cc2)cc1OC
  9%	?	-2%	-12%	28%	-3%	-5%
> COc1ccc([C@H]2CC(=O)C=C(c3cc(Cl)cc(Cl)c3)C2)cc1
  -1%	-26	7%	-3%	-4%	6%	nt
> Fc1ccc(C2Nc3cccc4cccc(c34)N2)cc1
  -12%	18	-2%	-9%	-24%	18µM*	0%
> COc1cccc2cc(CC(=O)c3ccccc3)c(=O)oc12
  -7%	46	-6%	0%	-14%	-17%	-1%
> COc1ccc(CC(=O)NC2=NCCS2)cc1
  5%	48	-1%	3%	-8%	0%	-3%
> CCOc1ccc(NC(=O)CCCn2c(C)c3cnn(-c4ccccc4)c(=O)c3c2C)cc1
  nt	-8	21%	-1%	nt	2%	nt
> COc1ccccc1-c1noc(CCCC(=O)NC2CCCC2)n1
  21%	-25	-12%	1%	-2%	0%	6%
> COc1ccc(C[C@H]2CN3C(=NC[C@H]3Cc3ccccc3)N2CCNC(=O)c2ccc(C)c(Br)c2)cc1
  -8%	nt	-3%	0%	150%[activator]	-22%	0%
> Cc1ccc(CNC(=O)C2CCCN(C(=O)N(C)C)C2)cc1 (stereo unspecified)
  -5%	20	?	0%	-6%	-19%	9%
> CCCCN1C(=O)C(=O)N(CC(=O)NC2CCCc3ccccc32)C1=O (stereo unspecified)
  1%	-23	5%	4%	-17%	-3%	0%
> Cc1ccc(-c2ccc(CCC(=O)O)n2CC2CCCO2)cc1 (stereo unspecified)
  -6%	42	?	-8%	-16%	?	1%
> CC(C)Oc1ccc(/C(O)=C2/C(=O)C(=O)N(CCN(C)C)C2c2cccs2)cc1 (stereo unspecified)
  9%[11.6 µM]	55	-5%	-9%	-12%	-29%	-1%
> CCCCCOc1ccc(/C=N/NC(=O)c2nnn(-c3nonc3N)c2CN2CCCCCC2)cc1
  22%	-31	nt	2%	nt	nt	nt
> O=C(NC1CCCC1)C(c1ccco1)N(Cc1ccccc1)C(=O)c1csnn1 (stereo unspecified)
  -3%	-26	-12%	-11%	1%	-27%	2%
> COc1ccc(C2CC(=O)C(C=NCCN3CCN(C(=S)Nc4ccccc4)CC3)=C(O)C2)cc1OC (stereo unspecified)
  45%[activator]	-15	3%	-1%	123%[activator]	-2%	-7%
> O=C(CCNS(=O)(=O)c1ccc(Br)s1)NCc1ccccc1Cl
  -8%	-29	3%	3%	-29%	-1%	1%[11.5 µM]
> O=C1CC(c2ccc(F)cc2)Sc2nc(C34CC5CC(CC(C5)C3)C4)nn21 (stereo unspecified)
  -1%[2.32 µM]	-8	-1%	-20%	-43%	-9%	9%
> CC(=O)N1N=C(c2ccc(C)c([N+](=O)[O-])c2)OC1(C)C
  -8%	-27	3%	6%	0%	18%	-1%
> COc1ccc(Cl)cc1NC(=S)NCc1cccs1
  12%	17	4%	-4%	-31%	nt	4%
> NC(=O)c1nsc(C(=O)N(c2cccc(F)c2)C(C(=O)NC2CCCC2)c2ccc(O)cc2)c1N (stereo unspecified)
  0%	-23	4%	4%	-28%	-22%	11%
> COc1cc(CC(=O)Nc2ccc(S(=O)(=O)NC3=NCCCCC3)cc2)cc(OC)c1OC
  -5%	23	-8%	-4%	-9%	3%	1%
> COc1ccc(CNc2ncnc3c2cnn3-c2ccc(C)c(C)c2)cc1
  nt	4	4%	3%	nt	-1%	nt
> CCc1nc2c(OCC(=O)c3ccc(F)cc3)cccn2c1N(C)C(=O)c1ccc(OC)cc1
  -2%	-3	nt	2%	nt	nt	nt
> CCN(CC)c1ccc(NC(=O)c2ccc3c(c2)OCO3)cc1
  7%	-8	2%	?	-25%	6%	-2%
> CC(=O)N1c2ccccc2[C@@H](C)[C@@H]1C
  -4%	29	4%	-9%	-10%	-2%	nt
> COc1ccc(C2(C)NC(=O)N(CC(=O)NCc3ccccc3F)C2=O)cc1 (stereo unspecified)
  38%[activator]	-25	-9%	-6%	14%	-10%	6%
> O=[N+]([O-])c1cccc(/C=N/NC2=NS(=O)(=O)c3ccccc32)c1
  12%	-27	-10%	-7%	-13%	-1%	-6%
